# Assay outcomes deposited in PubChem BioAssay by several laboratories.
# GSH fluor = compound fluorescence on glutathione beads, profiling panel, artefact control, biophysical, 488/530 nm, flow cytometry; GSH beads flow cytometry, compound fluorescence 488/530 nm; active compounds read high; fluorescence (KMESF) at 10 µM; 0.25% of 190,000 active; AID 1776, 2009; in the data active = fluorescence above about 89;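 also: glutathione beads carrying GST-tagged Bcl family fusion proteins plus one bare bead set; values are compound well signal with DMSO vehicle wells as background; inactives centre near 16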
# Bim-Bfl-1 = inhibitors of Bim binding to Bfl-1, primary screen, biochemical, multiplexed, bead-based flow cytometry | 0.12% of 190,000 active | inhibition, % at 10 µM | Bcl-2-related protein A1 (Homo sapiens), Q16548 | Bim-Bfl-1 binding inhibition | AID 1008, 2008;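 also: 0% = wells without compound plus tracer and 100% = blocker peptide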
# Mcl-1 Bim block = inhibitors of Bim peptide binding to Mcl-1, primary screen, biochemical, bead-based flow cytometry, multiplex. 0.1% of 190,000 active. inhibition, % at 10 µM. Bim peptide-Mcl-1 binding. Induced myeloid leukemia cell differentiation protein Mcl-1 (Homo sapiens), Q07820;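 also: 0% = no compound tracer wells and 100% = peptide blocker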
# Target sequence (Q07820 whole entry, looked up): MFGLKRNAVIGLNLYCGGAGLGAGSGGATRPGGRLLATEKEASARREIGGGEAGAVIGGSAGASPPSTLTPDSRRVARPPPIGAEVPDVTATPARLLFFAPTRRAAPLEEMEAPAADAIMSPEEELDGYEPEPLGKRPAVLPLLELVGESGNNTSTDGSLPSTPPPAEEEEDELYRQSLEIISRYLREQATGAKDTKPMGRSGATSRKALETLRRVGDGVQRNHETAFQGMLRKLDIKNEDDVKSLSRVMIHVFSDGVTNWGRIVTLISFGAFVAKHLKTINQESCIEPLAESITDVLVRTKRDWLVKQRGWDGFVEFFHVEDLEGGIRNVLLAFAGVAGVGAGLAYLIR
# Mcl1 Bid PPI = Mcl-1/Bid binding inhibitors, primary screen, biochemical, TR-FRET, 1536-well | Induced myeloid leukemia cell differentiation protein Mcl-1 (Homo sapiens), Q07820 | TR-FRET Mcl-1/Bid-Dy647 peptide binding | inhibition, % at 21.7 µM | 0.97% of 220,000 active;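 active = compounds that cut the binding signal by more than half at the single screening dose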;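 also: His-tagged Mcl-1 with europium anti-His antibody binding Bid BH3 peptide; 0% = Mcl-1 plus peptide wells and 100% = peptide-only wells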
# RGS4-Gao reg = modulators of RGS4 binding to Galphao, primary screen, biochemical, multiplexed bead flow cytometry; 0.33% of 220,000 active; binding response (% of control), % at 10 µM; actives lie on both sides; Guanine nucleotide-binding protein G(o) subunit alpha (Homo sapiens), P09471; AID 1415, 2008; in the data active = binding response below about 49% or above about 150%; inactive = in between;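 also: fluorescent Galphao activated with aluminum fluoride binding bead-coupled RGS4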
# Bcl-W Bim block = inhibitors of Bim binding to Bcl-W, primary screen, biochemical, multiplexed, bead-based flow cytometry. Bcl-2-like protein 2 (Homo sapiens), Q92843. Bim peptide-Bcl-W binding. inhibition, % at 10 µM. 0.02% of 190,000 active. AID 952, 2007;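 also: 0% = bound tracer without compound and 100% = peptide blocker; higher means less fluorescent Bim peptide bound to Bcl-W beads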
# Target sequence (Q92843 whole entry, looked up): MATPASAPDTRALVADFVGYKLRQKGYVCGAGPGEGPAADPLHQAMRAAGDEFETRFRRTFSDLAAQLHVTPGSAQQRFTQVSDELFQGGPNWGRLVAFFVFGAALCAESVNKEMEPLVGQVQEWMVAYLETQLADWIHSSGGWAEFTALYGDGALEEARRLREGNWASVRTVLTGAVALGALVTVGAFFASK
# Bim-Bcl-B = inhibitors of Bim-Bcl-B binding, primary screen, biochemical, multiplexed, human Bcl-2 family | inhibition, % at 10 µM | 0.073% of 190,000 active | bead-based flow cytometry, Bim peptide-Bcl-B binding | Bcl-2-like protein 10 (Homo sapiens), Q9HD36;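 also: 0% = tracer peptide without compound and 100% = reference inhibitor peptide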
# RGS8-Gao = RGS8-Galphao binding modulators, primary screen, biochemical, multiplexed bead flow cytometry | Guanine nucleotide-binding protein G(o) subunit alpha (Homo sapiens), P09471 | response (percent of control binding), % at 10 µM | 0.34% of 220,000 active | AID 1423, 2008 | actives lie on both sides; in the data active = response below about 60% or above about 140%; inactive = in between;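 also: Galphao activated as the GDP aluminium fluoride complex binding bead-coupled RGS8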
# RGS7-Gao = RGS7-Galphao binding modulators, primary screen, biochemical, multiplexed bead flow cytometry; Guanine nucleotide-binding protein G(o) subunit alpha (Homo sapiens), P09471; actives lie on both sides; binding response (% of control), % at 10 µM; 0.35% of 220,000 active; AID 1439, 2008; in the data active = binding response below about 49% or above about 150%; inconclusive = no clear call, values can overlap the other calls; inactive = in between;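 also: fluorescent Galphao held in activated GDP-AlF4 state binding bead-coupled RGS7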
# Bcl-XL Bim block = inhibitors of Bim-Bcl-XL binding, primary screen, biochemical, multiplexed, bead flow cytometry, human Bcl-XL; Bcl-2-like protein 1 (Homo sapiens), Q07817; Bim peptide-Bcl-XL binding, fluorescence; inhibition, % at 10 µM; 0.04% of 190,000 active
# Target sequence (Q07817 whole entry, looked up): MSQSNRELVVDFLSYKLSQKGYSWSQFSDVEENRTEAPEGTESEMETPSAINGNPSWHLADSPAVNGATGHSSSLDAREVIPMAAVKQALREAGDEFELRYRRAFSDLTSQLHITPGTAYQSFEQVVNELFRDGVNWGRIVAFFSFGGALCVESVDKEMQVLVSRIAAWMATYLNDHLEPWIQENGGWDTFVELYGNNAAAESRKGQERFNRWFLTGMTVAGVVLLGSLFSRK
# Bim-Bcl-2 = inhibitors of Bim-Bcl-2 binding, primary screen, biochemical, multiplexed, human Bcl-2 family. Apoptosis regulator Bcl-2 (Homo sapiens), P10415. Bead-based flow cytometry, Bim peptide-Bcl-2 binding. inhibition, % at 10 µM. 0.06% of 190,000 active. AID 950, 2007; in the data active = inhibition above about 40%; inconclusive = no clear call, values can overlap the other calls;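 also: 0% = no compound wells with probe peptide and 100% = reference peptide inhibitor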
# Target sequence (P10415 whole entry, looked up): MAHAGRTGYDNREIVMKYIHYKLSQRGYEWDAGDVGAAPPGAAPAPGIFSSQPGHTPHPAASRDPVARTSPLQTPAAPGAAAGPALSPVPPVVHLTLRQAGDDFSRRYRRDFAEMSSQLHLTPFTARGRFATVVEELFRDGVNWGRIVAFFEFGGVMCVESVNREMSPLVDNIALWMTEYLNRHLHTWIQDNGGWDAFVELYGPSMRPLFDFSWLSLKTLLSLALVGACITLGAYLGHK
# Numbers without * were called inactive; ? = inconclusive. Rule as the data show it, unless noted: active = inhibition above about 40%.
# Every second line gives: GSH fluor	Bim-Bfl-1	Mcl-1 Bim block	Mcl1 Bid PPI	RGS4-Gao reg	Bcl-W Bim block	Bim-Bcl-B	RGS8-Gao	RGS7-Gao	Bcl-XL Bim block	Bim-Bcl-2
- Cc1c(NC(=O)Nc2ccc(Cl)cc2)c(=O)n(-c2ccccc2)n1C
  30	0	3	-10	100	2	1	100	99	1	4
- CC(=O)NC(c1cccs1)c1cc([N+](=O)[O-])c2cccnc2c1O (stereo not drawn)
  11	10	0	25	96	0	-9	99	94	-5	-3
- O=C(COc1ccccc1)Nc1ccc2c(c1)nc1n2CCSC1
  30	-9	-1	-6	101	0	-10	99	104	-4	-8
- COc1ccc(-n2cc(-c3ccccc3)c3c(=O)[nH]cnc32)cc1
  9	-7	-17	-4	102	-13	-21	105	98	-20	-4
- Cc1oc(-c2ccccc2Cl)nc1CN(C)C(C)c1ccon1 (stereo not drawn)
  9	-7	1	9	107	-1	0	106	106	1	-3
- O=C(CSc1nc(-c2ccco2)cc(C(F)(F)F)n1)NC1CCCC1
  19	-11	0	-2	102	2	-6	104	103	-3	-9
- CCC(=O)Nc1cccc(C(=O)c2ccccc2)c1
  29	7	5	-19	99	6	7	97	100	8	0
- CCC(C)NC(=O)CN(C)S(=O)(=O)c1ccc2c(c1)c(=O)n(C)c(=O)n2C (stereo not drawn)
  18	-9	1	4	103	2	0	102	103	0	-5
- CC(NC(=O)CCSCCC(=O)NC(C)c1ccccc1)c1ccccc1 (stereo not drawn)
  12	-2	0	-5	98	-1	-9	103	96	-5	-4
- Cc1sc2ncnc(OCC(=O)N3CCN(S(=O)(=O)c4ccccc4)CC3)c2c1C
  23	-10	0	-5	102	1	-2	101	101	-3	-13
- CC1CCc2ccccc2N1C(=O)c1cccs1 (stereo not drawn)
  36	-17	-4	3	101	-2	-11	101	96	-4	-11
- COc1cc(/C=C/C(=O)OCC(=O)c2c(N)n(C)c(=O)n(C)c2=O)ccc1OC(F)F
  13	0	1	-30	99	-1	-3	99	96	0	0
- COc1cc(OC)c(OC)cc1CN1CCN(S(=O)(=O)c2ccc(F)cc2)CC1
  16	3	-5	25	102	-8	4	103	105	0	3
- CC1=NN(Cc2c(C)nn(Cc3ccccc3)c2C)C(C)(C)C1
  10	2	24	-53	101	-5	5	99	98	-4	0
- CN1CCN(C2CCCCCC2)CC1
  19	-16	-1	38	100	-1	-7	101	99	-3	-11
- CCOc1ccccc1N(C(=O)CNC(=O)c1ccco1)C(C(=O)NC(C)(C)C)c1ccncc1 (stereo not drawn)
  25	-11	0	-19	102	0	-3	102	103	-8	-7
- CCOc1ccccc1Nc1nnc(SCC(=O)N2CCCC2)s1
  50	-7	1	-10	100	1	-2	98	102	5	-5
- Cc1ccc(NC(=O)c2cc(N3C(=O)C4CC=CCC4C3=O)ccc2N2CCCCC2)cc1 (stereo not drawn)
  9	-2	-8	-5	112	0	-4	122	112	0	-3
- Cc1nc(-c2ccc(NS(C)(=O)=O)cc2)cs1
  28	-1	-4	-44	101	0	0	96	101	1	2
- CC1(C)CC(=O)c2c(noc2-c2ccccc2)C1
  20	-20	-5	-5	100	-3	-6	103	99	-7	-9
- Cc1cccc(N2CCN(Cc3oc(CO)cc(=O)c3O)CC2)c1C
  29	-15	-2	-11	103	-2	-6	100	102	-4	-10
- Cc1ccc(NC(=O)CSC2=NCCN2)cc1
  14	22	17	-16	103	18	11	108	101	23	14
- Cc1ccc(S(=O)(=O)NCc2ccncc2)cc1
  36	-17	-2	-20	95	-1	-10	95	90	-8	-11
- O=C(NNC(=S)NCCc1ccccc1)c1ccc(Br)s1
  21	-6	0	-34	95	-1	-1	99	102	-5	-2
- O=C(NCCC1=CCCCC1)NC1CCCCC1
  28	-23	-7	-23	98	-8	-8	99	101	-10	-6
- COc1ccc(/C=C(/NC(=O)c2ccc([N+](=O)[O-])cc2)C(=O)NC(C)(C)C)cc1
  21	-1	1	-18	100	-1	-5	100	95	-2	0
- CC(=O)OCC(=O)Nc1ccc(C(C)=O)cc1
  16	1	-3	-27	101	-1	0	98	101	-1	0
- CCOC(=O)NC(C)N1C(=O)C2C3C=CC(C3)C2C1=O (stereo not drawn)
  13	-5	-3	-6	101	-3	-6	100	97	-1	-3
- COc1ccc(-c2cc(C(F)(F)F)nc(SCC(=O)Nc3cc(C)on3)n2)cc1OC
  14	0	0	-9	90	-2	0	98	92	0	-1
- CC(C)c1ccc(N=C(N)N=C(N)N)cc1
  13	-8	-1	-14	102	-3	-2	100	?	-1	-2
- C=C(C)Cn1c(Sc2nnc(C)s2)nc2c1c(=O)[nH]c(=O)n2C
  13	0	0	89*	105	0	0	102	106	-4	-1
- O=C(/C=C/c1ccc([N+](=O)[O-])cc1)Nc1ncc([N+](=O)[O-])s1
  15	-2	-3	10	105	-1	-8	100	?	-4	-4
- CCC(C)SCc1nc2ccccc2[nH]1 (stereo not drawn)
  20	-1	-3	-12	106	-4	0	116	104	-2	-7
- Cc1ccc(S(=O)(=O)NNC(=O)c2csnn2)cc1
  17	-11	-1	-18	102	-2	-8	102	109	-8	-6
- O=C1/C(=C\c2ccc(Br)o2)SC(=Nc2ccccc2)N1c1ccccc1
  25	-8	5	-1	99	2	-6	100	103	-1	0
- Cn1c(=O)c2c(nc(N3CCCCC3)n2CCCNC2=NCCCC2)n(C)c1=O
  12	0	1	-16	101	-2	2	101	100	-1	0
- Cn1c(CSCc2ccccc2Cl)n[nH]c1=S
  24	3	-3	-31	99	0	-13	81	103	-1	0
- CCOC(=O)CN1C(=O)C(O)=C(C(C)=O)C1c1ccc(F)cc1 (stereo not drawn)
  10	0	-2	-16	102	1	-1	100	100	0	0
- CCOC(=O)c1cc2c(ccn2C)n1CC(=O)N(C)C
  14	-9	0	-41	98	-6	-9	98	97	-7	-6
- O=S(=O)(Cc1ccc(Cl)cc1)NCC1CCCO1 (stereo not drawn)
  32	-3	0	1	98	-1	-2	101	100	-3	-3
- CN(C)c1ccc(NC(=O)Cn2c(=O)n(Cc3ccccc3)c(=O)c3ccccc32)cc1
  11	-6	-2	-26	84	2	-9	93	99	-3	-4
- CN1CCN(CCCNC(=O)c2nnc(Cc3c(F)cccc3Cl)o2)CC1
  78	-7	0	-39	100	-4	-4	99	101	-2	-4
- COc1cc(C2C(N3C(=O)c4ccccc4C3=O)C(=O)N2c2ccc(C)c(C)c2)cc(OC)c1OC (stereo not drawn)
  12	-12	0	-5	103	-2	-7	106	108	-5	-7
- O=C(C1COc2ccccc2O1)N1CCCC1 (stereo not drawn)
  55	-8	-2	16	98	-2	-5	98	102	-6	-4
- Cc1ccc(NC(=O)CSCC(=O)O)c(C)c1
  31	-15	-2	18	98	-2	-9	97	100	-9	-8
- Cc1ccc(C(=O)N/N=C/c2ccc(S(=O)(=O)O)o2)c(Cl)c1
  26	-1	-1	2	97	-1	-2	101	96	0	0
- CC(C)c1cc(C(=O)Nc2cccc(Cl)c2)no1
  15	-2	0	-8	93	0	-1	99	90	-3	-2
- COc1ccc(C(=O)NCC(=O)OCC(=O)c2ccc(Cl)cc2)cc1OC
  11	-6	1	-19	96	1	-4	99	98	-2	-4
- Cc1ccccc1-c1ccc(=O)n(CC(=O)Nc2ccc(S(=O)(=O)N(C)C)cc2)n1
  12	-3	-2	-4	104	2	-5	103	101	-2	-1
- Cc1cc(SCC#N)nc2ccccc12
  15	-5	0	-22	97	0	-2	96	87	0	-2
- CCn1c(C(C#N)/C(=N\S(=O)(=O)c2cccs2)c2ccccc2)nc2ccccc21 (stereo not drawn)
  17	-1	0	-36	96	0	0	101	97	-2	4
- N=c1scc(-c2ccccc2)n1/N=C/c1ccco1
  14	-4	0	-32	94	-2	-9	95	94	-7	-1
- C/C(=N\NC(=S)NCc1ccccc1)c1ccc(Cl)s1
  15	-4	0	-101	105	-4	-3	102	?	-4	-3
- Cc1ccc(C(=O)NNC(=O)CCN2C(=O)C3CCCCC3C2=O)cc1 (stereo not drawn)
  11	-5	0	-23	102	-2	-3	101	101	-3	-2
- CCNC(=S)NN(c1ccccc1)c1ccccc1
  19	1	0	-85	102	0	-1	100	100	-4	2
- O=C(NCc1cccnc1)C1c2ccccc2C(=O)N1C1CCCCCC1 (stereo not drawn)
  16	-11	1	0	90	1	-3	97	99	-4	-4
- O=C(Oc1cccc2cccnc12)c1ccco1
  34	-1	-5	-23	97	-3	-6	94	96	-5	-3
- Cc1oc2c(c1C(=O)NCCCC(=O)O)CCCC2
  12	-3	-3	-40	101	-1	-4	100	102	-4	-2
- NC(=O)C1CCN(CC(=O)NC(=O)NC2CCCC2)CC1
  27	-4	0	-29	98	-3	0	100	104	-3	-1
- CC(=O)c1cc2c(cc1NS(=O)(=O)c1ccc3c(c1)OCCO3)OCO2
  32	-5	-3	-15	104	-1	-9	103	103	4	-8

# Additional entries follow.
# Every second line gives: GSH fluor	Bim-Bfl-1	Mcl-1 Bim block	Mcl1 Bid PPI	RGS4-Gao reg	Bcl-W Bim block	Bim-Bcl-B	RGS8-Gao	RGS7-Gao	Bcl-XL Bim block	Bim-Bcl-2
- Cc1ccc(C(=O)Nc2nnc(SCC(=O)N3CCCc4ccccc43)s2)cc1
  12	-4	-2	-8	103	-3	-7	101	105	-6	-1
- Cc1cccc(C)c1NC(=S)NC(=O)c1ccccc1F
  13	-1	-3	-3	99	0	0	96	104	0	4
- O=C1CS/C(=C\[N+](=O)[O-])N1c1ccccc1
  10	0	0	-112	105	1	0	107	102	0	0
- COCC(=O)Nc1cc(OC)cc(OC)c1
  5	-9	0	-42	99	2	-7	100	95	-7	-4
- Brc1ccc(-c2nnc3c4ccccc4nc(N4CCOCC4)n23)cc1
  19	-15	0	-2	102	-2	-8	102	103	-6	-15
- CCNC(=S)N/N=C/c1cc(Br)cc(Br)c1OC
  12	-9	-1	-7	100	2	-7	102	97	-2	-7
- Cc1cc(-c2ccccc2)nc(N2CCC(C(=O)NC(C)C)CC2)n1
  22	-4	2	-5	106	2	-3	103	101	0	-1
- CCc1nccn1S(=O)(=O)c1ccc(Br)cc1Br
  11	-4	-2	-26	104	-2	0	102	103	0	0

# Retrieved one by one from the list above:
# Every second line gives: GSH fluor	Bim-Bfl-1	Mcl-1 Bim block	Mcl1 Bid PPI	RGS4-Gao reg	Bcl-W Bim block	Bim-Bcl-B	RGS8-Gao	RGS7-Gao	Bcl-XL Bim block	Bim-Bcl-2
- Cc1cc(-c2ccccc2)nc(N2CCC(C(=O)NC(C)C)CC2)n1
  22	-4	2	-5	106	2	-3	103	101	0	-1
- CCC(=O)Nc1cccc(C(=O)c2ccccc2)c1
  29	7	5	-19	99	6	7	97	100	8	0
